NPY Y1 blocker – NPY-Y1 receptor antagonists, primary screen, cell-based; Neuropeptide Y receptor type 1 (Homo sapiens), P25929; HEK293-CNG Y1 cells, membrane potential fluorescence; NPY at EC95, then isoproterenol; inhibition, % at 3.6 µM; actives 1% (n = 200,000); AID 1040, 2008;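 active means inhibition above the campaign mean inhibition of all tested compounds plus 3 SD, cut at about 20% in these data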;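 further: 0% = DMSO wells given NPY plus isoproterenol and 100% = isoproterenol alone without NPY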
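Test system: HEK293 cells co-expressing NPY Y1 receptor and cyclic-nucleotide gated channel; Also added: NPY (25 nM), isoproterenol (1 µM), Ro 20-1724 (25 µM); Compound dosing: one concentration, 3.6 µM, in 0.4% DMSO; Timing: dye 3 h, compound 60 min room temperature, stimulation 45 min; Technique: Membrane-potential fluorescent dye readout.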
S1P4 agonist – S1P4 receptor agonists, primary screen, cell-based. Sphingosine 1-phosphate receptor 4 (Homo sapiens), O95977. S1P4-expressing cell line, agonist reporter assay. activation, % at 4.98 µM. actives 0.35% (n = 220,000). AID 1509, 2009; in the data active means activation above about 11%;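 further: 0% = DMSO vehicle and 100% = reference agonist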
p47phox inh – p47phox/p22phox peptide binding inhibitors, primary screen, biochemical, uHTS, NADPH oxidase regulatory subunit | fluorescence polarization, 2 h | inhibition, % at 24.7 µM | actives 0.53% (n = 220,000);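 active means inhibition above about 30%, limit read from the data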;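 further: 0% = p47phox with labelled peptide and 100% = labelled peptide alone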
Target sequence (P14598 whole entry, looked up): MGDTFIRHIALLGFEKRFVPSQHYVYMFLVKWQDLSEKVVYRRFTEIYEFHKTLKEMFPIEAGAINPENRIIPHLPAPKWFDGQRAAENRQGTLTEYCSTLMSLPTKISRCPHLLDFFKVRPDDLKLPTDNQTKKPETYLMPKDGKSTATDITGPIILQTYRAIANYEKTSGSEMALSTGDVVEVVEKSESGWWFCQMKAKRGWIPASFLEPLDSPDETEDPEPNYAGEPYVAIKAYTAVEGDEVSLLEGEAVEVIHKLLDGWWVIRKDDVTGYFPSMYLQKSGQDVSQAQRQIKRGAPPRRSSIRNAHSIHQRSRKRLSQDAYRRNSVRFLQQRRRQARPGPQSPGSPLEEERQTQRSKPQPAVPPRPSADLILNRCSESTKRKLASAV
Ba/F3 V617F tox – reduced viability of JAK2V617F-dependent Ba/F3 cells, primary screen, JAK2V617F inhibitor project, cell-based, Ba/F3 EpoR-JAK2V617F, luminescence; AID 1446, 2008; ATP luminescence; actives 1.1% (n = 220,000); inhibition, % at 5.6 µM;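 active means inhibition above the campaign mean plus 3 SD over all tested compounds, cut at about 24% in these data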;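 further: cytokine-independent growth of Ba/F3 cells driven by EpoR plus mutant JAK2; 0% = DMSO-treated cells and 100% = JAK inhibitor I control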
S1P4 antagonist – S1P4 receptor antagonists, primary screen, cell-based. Sphingosine 1-phosphate receptor 4 (Homo sapiens), O95977. S1P4-expressing cells, antagonist mode, reporter read-out. inhibition, % at 4.98 µM. actives 0.26% (n = 220,000). AID 1510, 2009; in the data active means inhibition above about 29%;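 further: 0% = wells stimulated with agonist and 100% = vehicle wells without agonist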
NPY-Y2 PAM-ag – NPY-Y2 potentiators or agonists, primary screen, cell-based; activation, % at 3.6 µM; cells expressing NPY-Y2, potentiator/agonist read-out; actives 0.45% (n = 220,000); Neuropeptide Y receptor type 2 (Homo sapiens), P49146; in the data active means activation above about 27%;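 further: cells stimulated with NPY near EC25 plus isoproterenol at EC100; 0% = vehicle plus submaximal agonist and 100% = vehicle plus saturating agonist; some results beyond the cut were filed as inactive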
Target sequence (P49146 whole entry, looked up): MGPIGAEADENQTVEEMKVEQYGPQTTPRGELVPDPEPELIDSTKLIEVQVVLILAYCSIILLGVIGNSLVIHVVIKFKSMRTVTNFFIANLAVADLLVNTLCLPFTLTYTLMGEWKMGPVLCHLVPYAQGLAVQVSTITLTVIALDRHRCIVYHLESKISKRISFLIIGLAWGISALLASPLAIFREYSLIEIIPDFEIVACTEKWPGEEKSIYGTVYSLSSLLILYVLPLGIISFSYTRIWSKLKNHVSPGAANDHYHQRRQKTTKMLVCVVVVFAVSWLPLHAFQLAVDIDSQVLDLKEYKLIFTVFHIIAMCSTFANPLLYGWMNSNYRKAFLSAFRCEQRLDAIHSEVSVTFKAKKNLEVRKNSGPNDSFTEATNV
BaF3 tox – parental Ba/F3 cell viability inhibition, counter-screen for JAK2V617F inhibitor project, murine pro-B, CellTiter-Glo luminescence; inhibition, % at 5.6 µM; CellTiter-Glo ATP luminescence; actives 1.1% (n = 220,000);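 active means inhibition above a per-campaign cutoff, the mean inhibition of all tested compounds plus 3 SD, cut at about 27% in these data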;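 further: 0% = DMSO wells and 100% = JAK Inhibitor I control wells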
NPY-Y1 PAM-ag – NPY-Y1 receptor potentiators or agonists, primary screen, cell-based; Neuropeptide Y receptor type 1 (Homo sapiens), P25929; NPY-Y1 expressing cells, potentiator/agonist activation; activation, % at 3.6 µM; actives 0.37% (n = 220,000); AID 1304, 2008; in the data active means activation above about 33%, passing the limit was not always enough;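 further: cells stimulated with NPY at EC10 then isoproterenol at EC100; 0% = low agonist plus stimulus and 100% = saturating agonist plus stimulus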
CHOP inhibitor – inhibitors of CHOP promoter induction, primary screen, cell-based, unfolded protein response, luciferase reporter | CHO-K1 CHOP-promoter luciferase, tunicamycin-induced, 15-18 h | inhibition, % at 10 µM | actives 3.8% (n = 220,000) | AID 2732, 2010;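 active means compounds that reduced the stress-induced luciferase reporter signal by more than about 70% of percent inhibition, limit read from the data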;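 further: 0% = tunicamycin plus vehicle and 100% = wells without tunicamycin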
* = called active by the depositor. Compounds were not picked by outcome; about 7.1% have a hit in one of these screens.

The first two entries, ahead of the listing:
What do the screens show for `O=C(c1ncc[nH]1)c1ccccc1C(=O)N1CCOCC1`?
NPY Y1 blocker: 6; S1P4 agonist: 0.6; p47phox inh: -19; Ba/F3 V617F tox: 3; S1P4 antagonist: 13; NPY-Y2 PAM-ag: -3; BaF3 tox: 4; NPY-Y1 PAM-ag: 9; CHOP inhibitor: 2

What do the screens show for `COc1ccc(CN2CCC(c3nc4ccc(Cl)cc4[nH]3)CC2)cc1`?
NPY Y1 blocker: -2; S1P4 agonist: 1.0; p47phox inh: -1; Ba/F3 V617F tox: 2; S1P4 antagonist: -12; NPY-Y2 PAM-ag: -6; BaF3 tox: 8; NPY-Y1 PAM-ag: -10; CHOP inhibitor: 8

The list itself, from the start:
What do the screens show for `O=C(c1ncc[nH]1)c1ccccc1C(=O)N1CCOCC1`?
NPY Y1 blocker: 6; S1P4 agonist: 0.6; p47phox inh: -19; Ba/F3 V617F tox: 3; S1P4 antagonist: 13; NPY-Y2 PAM-ag: -3; BaF3 tox: 4; NPY-Y1 PAM-ag: 9; CHOP inhibitor: 2

What do the screens show for `COc1ccc(CN2CCC(c3nc4ccc(Cl)cc4[nH]3)CC2)cc1`?
NPY Y1 blocker: -2; S1P4 agonist: 1.0; p47phox inh: -1; Ba/F3 V617F tox: 2; S1P4 antagonist: -12; NPY-Y2 PAM-ag: -6; BaF3 tox: 8; NPY-Y1 PAM-ag: -10; CHOP inhibitor: 8

Results for O=C(COC(=O)/C=C/c1ccccc1)NCCC1=CCCCC1 ?
NPY Y1 blocker: 10; S1P4 agonist: -0.3; p47phox inh: -4; Ba/F3 V617F tox: -5; S1P4 antagonist: 5; NPY-Y2 PAM-ag: -10; BaF3 tox: 6; NPY-Y1 PAM-ag: -26; CHOP inhibitor: 2

How did CCc1ccc(C(=O)CSc2ncn[nH]2)cc1 do in these assays?
NPY Y1 blocker: 5; S1P4 agonist: 0.7; p47phox inh: -8; Ba/F3 V617F tox: -1; S1P4 antagonist: -21; NPY-Y2 PAM-ag: -12; BaF3 tox: 5; NPY-Y1 PAM-ag: 10; CHOP inhibitor: -5

How did C=CCSc1nnc2c(n1)OC(c1c(C)[nH]n(-c3ccccc3)c1=O)Nc1ccccc1-2 (stereo not given) do in these assays?
NPY Y1 blocker: 0; S1P4 agonist: -1.7; p47phox inh: -5; Ba/F3 V617F tox: -2; S1P4 antagonist: 12; NPY-Y2 PAM-ag: -10; BaF3 tox: 4; NPY-Y1 PAM-ag: -8; CHOP inhibitor: 42

What do the screens show for `O=c1ccnc(NCCc2ccccc2)[nH]1`?
NPY Y1 blocker: 7; S1P4 agonist: -0.8; p47phox inh: -8; Ba/F3 V617F tox: 0; S1P4 antagonist: -17; NPY-Y2 PAM-ag: -4; BaF3 tox: 0; NPY-Y1 PAM-ag: 2; CHOP inhibitor: -7

Results for COc1ccc(C(=O)c2ccc(N3CCN(C4CC(=O)NC4=O)CC3)cc2)cc1F (stereo not given) ?
NPY Y1 blocker: -3; S1P4 agonist: -1.1; p47phox inh: -5; Ba/F3 V617F tox: -3; S1P4 antagonist: -11; NPY-Y2 PAM-ag: 4; BaF3 tox: 4; NPY-Y1 PAM-ag: -37; CHOP inhibitor: 8

What do the screens show for `CNC(=S)N(CCc1ccc(S(N)(=O)=O)cc1)C1CC(=O)N(c2ccccc2F)C1=O` (stereo not given)?
NPY Y1 blocker: 6; S1P4 agonist: -1.1; p47phox inh: 1; Ba/F3 V617F tox: -4; S1P4 antagonist: -5; NPY-Y2 PAM-ag: -3; BaF3 tox: -1; NPY-Y1 PAM-ag: 2; CHOP inhibitor: -17

How did O=C(NCc1ccco1)c1cnn2c(C(F)F)cc(-c3ccccc3)nc12 do in these assays?
NPY Y1 blocker: 8; S1P4 agonist: 0.5; p47phox inh: -11; Ba/F3 V617F tox: 0; S1P4 antagonist: -28; NPY-Y2 PAM-ag: -4; BaF3 tox: 5; NPY-Y1 PAM-ag: -15; CHOP inhibitor: 43

What do the screens show for `O=C1c2ccccc2-c2onc3ccc(NCCCn4ccnc4)c1c23`?
NPY Y1 blocker: 9; S1P4 agonist: -2.1; p47phox inh: -237; Ba/F3 V617F tox: 10; S1P4 antagonist: -2; NPY-Y2 PAM-ag: 38*; BaF3 tox: 12; NPY-Y1 PAM-ag: 38; CHOP inhibitor: 12

How did Cn1c(C(=O)O)c(CC(=O)Nc2ccc(F)cc2F)c2ccccc21 do in these assays?
NPY Y1 blocker: 7; S1P4 agonist: -0.9; p47phox inh: -7; Ba/F3 V617F tox: -3; S1P4 antagonist: -1; NPY-Y2 PAM-ag: -10; BaF3 tox: 1; NPY-Y1 PAM-ag: -25; CHOP inhibitor: 4

What do the screens show for `FC(c1nc2ccccc2[nH]1)C(F)(F)F` (stereo not given)?
NPY Y1 blocker: 0; S1P4 agonist: 3.4; p47phox inh: 5; Ba/F3 V617F tox: 3; S1P4 antagonist: -4; NPY-Y2 PAM-ag: 4; BaF3 tox: 3; NPY-Y1 PAM-ag: 0; CHOP inhibitor: -13

What do the screens show for `COCCN1C=C(C(=O)OC)C(c2ccc(Cl)cc2)C(C(=O)OC)=C1`?
NPY Y1 blocker: 4; S1P4 agonist: 8.6; p47phox inh: -4; Ba/F3 V617F tox: -5; S1P4 antagonist: -10; NPY-Y2 PAM-ag: -9; BaF3 tox: 0; NPY-Y1 PAM-ag: -13; CHOP inhibitor: 24

What do the screens show for `O=C(CCC1CCCN(Cc2ccc3c(c2)OCCO3)C1)NCc1ccccc1F` (stereo not given)?
S1P4 agonist: 1.3; p47phox inh: -14; Ba/F3 V617F tox: -3; S1P4 antagonist: -8; NPY-Y2 PAM-ag: -13; BaF3 tox: 1; NPY-Y1 PAM-ag: 20; CHOP inhibitor: 11

How did CCOC(=O)C1=C(O)C(=O)N(Cc2ccccc2)CC1 do in these assays?
NPY Y1 blocker: -8; S1P4 agonist: 4.0; p47phox inh: 1; Ba/F3 V617F tox: 7; S1P4 antagonist: -17; NPY-Y2 PAM-ag: -13; BaF3 tox: 8; NPY-Y1 PAM-ag: -19; CHOP inhibitor: -7

What do the screens show for `CCCOc1ccc(CCc2n[nH]c(=S)n2-c2ccccc2)cc1`?
NPY Y1 blocker: 7; S1P4 agonist: 1.2; p47phox inh: -8; Ba/F3 V617F tox: -4; S1P4 antagonist: -14; NPY-Y2 PAM-ag: -11; BaF3 tox: 4; NPY-Y1 PAM-ag: -15; CHOP inhibitor: 22

How did COc1ccc(CN=Cc2c(O)[nH]c3ccccc23)cc1 do in these assays?
NPY Y1 blocker: -4; S1P4 agonist: 3.7; p47phox inh: -18; Ba/F3 V617F tox: -3; S1P4 antagonist: -28; NPY-Y2 PAM-ag: -6; BaF3 tox: 5; NPY-Y1 PAM-ag: -6; CHOP inhibitor: 16

What do the screens show for `CCCCCOC(=O)c1ccc(N2C(=O)C3C4C=CC(C4)C3C2=O)cc1` (stereo not given)?
NPY Y1 blocker: -1; S1P4 agonist: 2.3; p47phox inh: 0; Ba/F3 V617F tox: 1; S1P4 antagonist: -10; NPY-Y2 PAM-ag: -1; BaF3 tox: 3; NPY-Y1 PAM-ag: 6; CHOP inhibitor: 63

What do the screens show for `O=[N+]([O-])c1ccc(OCC2CC(c3ccccc3)=NO2)cc1` (stereo not given)?
S1P4 agonist: 0.5; p47phox inh: -5; Ba/F3 V617F tox: 2; S1P4 antagonist: -5; NPY-Y2 PAM-ag: -3; BaF3 tox: -1; NPY-Y1 PAM-ag: -8; CHOP inhibitor: -2

How did CCN1CC(CN(C)Cc2nc(-c3cccs3)no2)CC1=O (stereo not given) do in these assays?
NPY Y1 blocker: 2; S1P4 agonist: 0.9; p47phox inh: -1; Ba/F3 V617F tox: 4; S1P4 antagonist: 2; NPY-Y2 PAM-ag: -10; BaF3 tox: 7; NPY-Y1 PAM-ag: -10; CHOP inhibitor: 23

Results for CN1/C(=C\C(=S)NC(=O)c2ccc([N+](=O)[O-])cc2)C(C)(C)c2ccccc21 ?
NPY Y1 blocker: 0; S1P4 agonist: 4.0; p47phox inh: -5; Ba/F3 V617F tox: -4; S1P4 antagonist: -18; NPY-Y2 PAM-ag: 11; BaF3 tox: 6; NPY-Y1 PAM-ag: 26; CHOP inhibitor: -3

Results for O=C1CSC(c2cccc(Cl)c2Cl)N1c1ccccn1 (stereo not given) ?
NPY Y1 blocker: 9; S1P4 agonist: 0.0; p47phox inh: -5; Ba/F3 V617F tox: -7; S1P4 antagonist: -15; NPY-Y2 PAM-ag: 4; BaF3 tox: 0; NPY-Y1 PAM-ag: 17; CHOP inhibitor: 25

What do the screens show for `Cc1cc(C)c2cc(C(=O)N3CCC(Cc4ccccc4)CC3)[nH]c2c1`?
S1P4 agonist: 0.6; p47phox inh: -7; Ba/F3 V617F tox: -1; S1P4 antagonist: 12; NPY-Y2 PAM-ag: -6; BaF3 tox: 0; NPY-Y1 PAM-ag: -22; CHOP inhibitor: 56

Results for CC(=O)Nc1ccc(NC(C)=O)c(NC2OCC(O)C(O)C2O)c1 (stereo not given) ?
S1P4 agonist: 1.4; p47phox inh: -5; Ba/F3 V617F tox: -2; S1P4 antagonist: -13; NPY-Y2 PAM-ag: 3; BaF3 tox: 1; NPY-Y1 PAM-ag: 0; CHOP inhibitor: 0

What do the screens show for `O=C(CSc1nnc(NC(=O)c2ccco2)s1)NC1CCCC1`?
NPY Y1 blocker: 3; S1P4 agonist: 2.9; p47phox inh: -9; Ba/F3 V617F tox: 3; S1P4 antagonist: -11; NPY-Y2 PAM-ag: -4; BaF3 tox: 7; NPY-Y1 PAM-ag: -10; CHOP inhibitor: -36

What do the screens show for `O=c1cc(NCCCO)c2ccccc2o1`?
NPY Y1 blocker: 10; S1P4 agonist: 1.7; p47phox inh: -5; Ba/F3 V617F tox: -1; S1P4 antagonist: 11; NPY-Y2 PAM-ag: 72*; BaF3 tox: 3; NPY-Y1 PAM-ag: 110*; CHOP inhibitor: 9

Results for Cc1c(NC(=S)N/N=C\c2ccccc2O)c(=O)n(-c2ccccc2)n1C ?
NPY Y1 blocker: -2; S1P4 agonist: -0.2; p47phox inh: 1; Ba/F3 V617F tox: 0; S1P4 antagonist: -14; NPY-Y2 PAM-ag: -1; BaF3 tox: 8; NPY-Y1 PAM-ag: 14; CHOP inhibitor: 38

How did Cc1nc(NNC(=O)c2ccc([N+](=O)[O-])cc2)cc(-c2ccccc2)n1 do in these assays?
NPY Y1 blocker: 0; S1P4 agonist: -3.5; p47phox inh: -2; Ba/F3 V617F tox: -3; S1P4 antagonist: 9; NPY-Y2 PAM-ag: -1; BaF3 tox: 1; NPY-Y1 PAM-ag: -1; CHOP inhibitor: 9

Results for CC(/C=C1\SC(=O)N(CC(=O)Nc2ccc(O)cc2)C1=O)=C\c1ccccc1 ?
NPY Y1 blocker: 1; S1P4 agonist: 2.1; p47phox inh: -23; Ba/F3 V617F tox: -3; S1P4 antagonist: -16; NPY-Y2 PAM-ag: -5; BaF3 tox: 6; NPY-Y1 PAM-ag: -13; CHOP inhibitor: 96*

Source: PubChem
